MrgX1 antag = antagonists of human MrgX1 receptor, primary screen, HEK293 cells, Fluo-4 calcium flux. Mas-related G-protein coupled receptor member X1 (Homo sapiens), Q96LB2. BAM8-22 antagonism; hits give low values. AID 588676, 2011. B-score at 10 µM. 310,000 compounds, 1.3% hits;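 active means calcium-response B-score plate-corrected more than 3 library SD below zero, starting fluorescence within 5 deviations, no agonist response on first addition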;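 further: peak minus trough fluorescence over baseline after final BAM8-22 challenge near maximal dose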
KLF5 inhibitor = KLF5 expression inhibitors, primary screen, DLD-1 cells, luminescence. DLD-1 KLF5 promoter-luciferase reporter. inhibition, % at 5 µM. 290,000 compounds, 0.23% hits. AID 1700, 2009;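 active means inhibition above a per-plate limit of that plate's mean compound inhibition plus 3 SD, cut at about 60% in these data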;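 further: 0% = DMSO wells and 100% = LY294002 at 200 µM; higher means less KLF5 promoter-driven luciferase light; inactives centre near -14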
TRPC6 activator = mouse TRPC6 channel activators, primary screen, cell-based, HEK293, membrane potential dye; Short transient receptor potential channel 6 (Mus musculus), Q61143; B-score at 10 µM; HEK293-TRPC6 membrane potential dye fluorescence; hits give high values; 310,000 compounds, 0.13% hits;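 active means B-score of the integrated fluorescence ratio above library mean plus 3 SD, and starting fluorescence ratio within library mean plus 5 SD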;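 further: higher score means more depolarization so channel activation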
Target sequence (Q61143 whole entry, looked up): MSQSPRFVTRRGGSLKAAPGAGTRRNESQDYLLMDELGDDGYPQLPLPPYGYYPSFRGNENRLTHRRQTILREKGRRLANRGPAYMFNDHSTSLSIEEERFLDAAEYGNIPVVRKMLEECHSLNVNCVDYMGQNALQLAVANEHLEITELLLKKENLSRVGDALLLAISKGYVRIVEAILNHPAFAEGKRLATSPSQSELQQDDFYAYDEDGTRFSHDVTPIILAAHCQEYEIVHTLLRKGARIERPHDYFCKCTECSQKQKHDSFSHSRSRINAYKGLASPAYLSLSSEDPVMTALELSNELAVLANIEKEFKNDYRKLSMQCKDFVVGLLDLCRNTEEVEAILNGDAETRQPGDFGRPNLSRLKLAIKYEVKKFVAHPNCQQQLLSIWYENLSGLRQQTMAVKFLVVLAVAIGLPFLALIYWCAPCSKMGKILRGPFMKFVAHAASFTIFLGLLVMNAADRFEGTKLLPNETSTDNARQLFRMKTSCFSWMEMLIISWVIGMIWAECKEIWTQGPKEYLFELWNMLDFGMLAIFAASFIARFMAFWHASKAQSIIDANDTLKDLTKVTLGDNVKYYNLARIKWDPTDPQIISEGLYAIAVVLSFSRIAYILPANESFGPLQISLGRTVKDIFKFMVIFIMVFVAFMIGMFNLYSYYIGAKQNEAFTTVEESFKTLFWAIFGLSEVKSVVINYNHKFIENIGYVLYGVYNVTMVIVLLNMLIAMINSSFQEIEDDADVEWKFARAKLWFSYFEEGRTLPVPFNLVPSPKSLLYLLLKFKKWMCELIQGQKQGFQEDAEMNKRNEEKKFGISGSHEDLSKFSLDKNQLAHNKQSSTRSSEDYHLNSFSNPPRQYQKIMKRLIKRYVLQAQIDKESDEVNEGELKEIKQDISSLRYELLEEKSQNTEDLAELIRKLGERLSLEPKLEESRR
aSyn 5UTR inh = MLPCN primary screen, SNCA 5' untranslated region | alpha-synuclein 5'UTR reporter, inhibitor activity | inhibition, % (tested at 7.5 µM) | 300,000 compounds, 0.82% hits | AID 1813, 2009; in the data active means inhibition above about 60%;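 further: H4 neuroglioblastoma cells stably carrying SNCA 5'UTR luciferase fusion; 0% = DMSO wells and 100% = positive control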
TRPC4 agonist = activators of mouse TRPC4 channel, primary screen, Fluo4 calcium, HEK293 TRPC4beta/mu-opioid cells. Fluo4 calcium fluorescence; hits give high values. 310,000 compounds, 0.49% hits. Short transient receptor potential channel 4 (Mus musculus), Q9QUQ5. B-score at 10 µM;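 active means B-score above 5 SD of library B-scores, and initial fluorescence ratio not above library mean plus 5 SD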;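 further: positive B-score marks a calcium rise read as TRPC4 activation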
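Technique: kinetic Fluo4 calcium fluorescence; Test system: TRPC4beta and mu-opioid receptor HEK293 stable cells; Measure: B-scored integrated calcium fluorescence ratio; Benchmarks: low control buffer alone, high control maximal DAMGO; Schedule: 45 min room-temperature Fluo4 loading, 110 s read.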
TRPC4 potent = positive allosteric modulators of TRPC4, primary screen, cell-based, mouse TRPC4beta, HEK293 mu-opioid, Fluo-4 calcium; Short transient receptor potential channel 4 (Mus musculus), Q9QUQ5; DAMGO EC20, Fluo-4 Ca2+ flux; hits give high values; B-score at 10 µM; 310,000 compounds, 0.42% hits;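 active means B-score of calcium response area above 5 SD of library B-scores, with initial fluorescence ratio within 5 SD of library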;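 further: B-score of integrated fluorescence ratio over time as area under calcium response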
SKKanGAS inh = S. pyogenes SKKanGAS growth inhibitors in kanamycin, primary screen, streptokinase expression inhibitor project, SKKanGAS strain, BacTiter-Glo luminescence; 6 h; AID 1662, 2009; inhibition, % at 7.5 µM; 300,000 compounds, 1.3% hits;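 active means mean replicate score, as percent of positive control median, at least 50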;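 further: strain carries kanamycin resistance gene driven by streptokinase promoter and grows in 40 µg/ml kanamycin; loss of luminescence reflects streptokinase promoter inhibition or plain growth inhibition; 0% = median of DMSO wells and 100% = positive control at its reference dose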
HIF act = HIF pathway transcriptional activators, primary screen, cell-based, U2OS HRE-luciferase, luminescence. activation, % at 7.5 µM (by protocol). 300,000 compounds, 0.32% hits. AID 1910, 2009. U2OS HRE-luciferase reporter; normalized: DMSO 0%, desferrioxamine 100%;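 active means mean activation of at least 10% of the iron chelator positive control signal, with at least half of replicates also reaching 10%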
IEC-6 cytotox = cytotoxicity in IEC-6 intestinal epithelial cells, primary screen, cytotoxicity control for KLF5 inhibitor project, cell-based, luminescence; 290,000 compounds, 0.78% hits; IEC-6 cytotoxicity, luminescence viability; AID 1825, 2009; inhibition, % at 5 µM; in the data active means inhibition above about 22%;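 further: 0% = plate median of test compound wells and 100% = cytotoxic reference compound wells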
TRPC4 block = inhibitors of mouse TRPC4 channel, primary screen, Fluo4 calcium, HEK293 TRPC4beta/mu-opioid cells | Short transient receptor potential channel 4 (Mus musculus), Q9QUQ5 | DAMGO-evoked Fluo4 calcium flux; hits give low values | B-score at 10 µM | 300,000 compounds, 0.39% hits | AID 2247, 2010;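 active means B-score over 3 SD under the library average, no early fluorescence shift, positive overall ratio signal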
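material = TRPC4beta/mu-opioid receptor HEK293 cell line | probe or stimulus = sequential submaximal and maximal DAMGO stimulation | compound dosing = one concentration per compound | measured by = Fluo4 Ca2+ flux fluorescence | evaluation = integrated fluorescence ratio relative to baseline, converted to per-well B score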
TRPC6 inhibitor = mouse TRPC6 channel inhibitors, primary screen, cell-based, HEK293, membrane potential dye; Short transient receptor potential channel 6 (Mus musculus), Q61143; ACh-evoked depolarization; hits give low values; B-score at 10 µM; 310,000 compounds, 1.1% hits; AID 2553, 2010;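 active means B-score under library mean minus 3 SD, initial fluorescence not abnormally high, positive integrated signal ratio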;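 further: B-score derived from integrated fluorescence ratio over the kinetic read; more negative B-score means stronger inhibition of depolarization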
An asterisk follows results filed as active; i = inactive; nt = no result given.

Compound	SKKanGAS inh	TRPC4 potent	IEC-6 cytotox	HIF act	TRPC4 agonist	KLF5 inhibitor	TRPC6 activator	TRPC6 inhibitor	aSyn 5UTR inh	MrgX1 antag	TRPC4 block
Cn1nc(-c2ccccc2)c2cc([N+](=O)[O-])ccc21	-2	i	3	-0.1	i	-28	i	i	22	i	i
O=S1(=O)CCOC[C@H](c2ccccc2)N1Cc1cccc(Cl)c1	-2	i	-4	0.5	i	7	i	i	-2	i	i
Cc1cc(C)nc(NS(=O)(=O)c2ccc(NC(=O)CN3C(=O)S/C(=C\c4ccccc4)C3=O)cc2)n1	24	i	1	0.5	i	-3	i	i	-14	i	i
COc1ccc(CSc2nc3ccccc3[nH]2)cc1	6	i	6	3.3	i	-72	i	i	-189	i	i
O=C1c2oc3ccccc3c(=O)c2C(c2cccnc2)N1CCCN1CCOCC1 (stereo not drawn)	-1	i	-5	-0.1	i	-44	i	i	16	i	i
COc1ccc(CNC(=O)CSc2n[nH]c(N)n2)cc1OC	-2	i	4	-0.3	i	-7	i	i	5	i	i
C=CCn1c(C)c(C(C)=O)cc(NC(=O)c2ccccc2)c1=O	-8	i	1	0.0	i	4	i	i	7	i	i
O=C(NNS(=O)(=O)c1ccc(Cl)cc1)c1cccs1	10	i	-4	-0.2	i	-8	i	i	21	i	i
COc1ccc2c(c1)[nH]c1c(=O)n(CCCn3ccnc3)cnc12	-4	i	3	0.2	i	-16	i	i	-15	i	i
Cc1cc(/C=N/NC(N)=S)c(C)n1-c1ccc(Cl)cc1	-2	i	3	-0.1	i	-29	i	i	-44	i	i

3 successive entries out of the list so far, for reference:
Compound	SKKanGAS inh	TRPC4 potent	IEC-6 cytotox	HIF act	TRPC4 agonist	KLF5 inhibitor	TRPC6 activator	TRPC6 inhibitor	aSyn 5UTR inh	MrgX1 antag	TRPC4 block
O=C(NNS(=O)(=O)c1ccc(Cl)cc1)c1cccs1	10	i	-4	-0.2	i	-8	i	i	21	i	i
COc1ccc2c(c1)[nH]c1c(=O)n(CCCn3ccnc3)cnc12	-4	i	3	0.2	i	-16	i	i	-15	i	i
Cc1cc(/C=N/NC(N)=S)c(C)n1-c1ccc(Cl)cc1	-2	i	3	-0.1	i	-29	i	i	-44	i	i

(continued)
Compound	SKKanGAS inh	TRPC4 potent	IEC-6 cytotox	HIF act	TRPC4 agonist	KLF5 inhibitor	TRPC6 activator	TRPC6 inhibitor	aSyn 5UTR inh	MrgX1 antag	TRPC4 block
CC(CCc1ccccc1)NC(=O)C(=O)Nc1ccccc1 (stereo not drawn)	2	i	0	3.0	i	-53	i	i	-149	i	i
Cc1cc(NC(=O)CSc2nc3cc(C(=O)NCCCOC(C)C)ccc3c(=O)n2Cc2ccco2)no1	-1	i	-4	-0.2	i	-25	i	i	1	i	i
COc1ccc(NC(=O)c2cccc(S(=O)(=O)N(C)c3ccccc3)c2)cn1	-11	i	4	0.2	i	6	i	i	36	i	i
CCN1C(=O)c2cccc3c(Cl)ccc1c23	-3	i	-2	0.4	i	-55	i	i	16	i	i
CN(C)S(=O)(=O)c1ccc(Cl)c(C(=O)Nc2cccc3ncccc23)c1	-6	i	-7	0.1	i	-3	i	i	6	i	i
COc1ccc(-c2cc(C(F)(F)F)n3nc(C(=O)Nc4c(C)n(C)n(-c5ccccc5)c4=O)c(Cl)c3n2)cc1	2	i	-3	-0.8	i	-4	i	i	10	i	i
O=C(COc1ccc(C(=S)N2CCCC2)cc1)Nc1ccc(F)cc1	-7	i	5	1.7	i	0	i	i	8	i	i
CO/N=C\CC(=O)Nc1ccc(Cl)c(Cl)c1	1	i	17	1.2	i	25	i	i	-3	i	i
CCn1ncc(C2=NOC(C(=O)Nc3cccc(C(C)=O)c3)C2)c1C (stereo not drawn)	-13	i	-4	0.0	i	-10	i	i	-11	i	i
Fc1cccc(Cl)c1Cn1nnc2c(NCc3ccccn3)ncnc21	4	i	0	-1.1	i	-6	i	i	30	i	i
COC(=O)Cc1ccc(NC(=S)N2CCN(c3ccccn3)CC2)cc1	-2	i	2	-0.3	i	-34	i	i	-5	i	i
O=C(NC1CCc2ccccc21)c1cc(COc2cncc(Cl)c2)on1 (stereo not drawn)	21	i	0	2.6	i	-63	i	i	-54	i	i
COc1ccc(C2Nc3ccccc3C(=O)N2NC(C)=O)c(OC)c1 (stereo not drawn)	0	i	3	-0.4	i	-36	i	i	-3	i	i
CS(=O)(=O)N(CC(=O)Nc1ccc2c(c1)OCO2)c1ccccc1	7	i	-4	0.0	i	-19	i	i	-8	i	i
CSCCC(=O)N1CC[C@@H](N2CCN(c3ccccc3F)CC2)[C@H](O)C1	4	i	2	-0.5	i	-17	i	i	16	i	i
CCc1ccccc1N(C(=O)c1snc(C(N)=O)c1N)C(C(=O)NCC1CCCO1)c1ccc(OC)c(OC)c1 (stereo not drawn)	-5	i	2	-1.0	i	-10	i	i	-3	nt	i
COc1ccc(OC)c(CCNC(=O)c2cccc(NC(=O)C3=C(C)OCCS3)c2)c1	15	i	-4	-0.7	i	1	i	i	17	i	i
Cc1cc(C)nc(NC2=NCCN2C(=S)Nc2ccc(C)c(C)c2)n1	7	i	-3	1.1	i	-9	i	i	2	i	i
COC(=O)c1ccccc1NC(=O)CN(C)S(=O)(=O)c1cc(C)ccc1OC	-19	i	9	0.0	i	-11	i	i	10	i	i
COc1ccccc1NC(=O)CCc1nnc2ccc(N3CCN(C)CC3)nn12	1	i	10	-0.3	i	-12	i	i	19	i	i
CCCCc1ccc(-n2c(Cc3cccs3)n[nH]c2=S)cc1	0	i	8	0.0	i	-10	i	i	9	i	i
Oc1cccc(C2c3[nH]c4ccccc4c3CCN2Cc2ccoc2)c1 (stereo not drawn)	-4	i	8	-0.2	i	-8	i	i	-22	i	i
CCOc1ccccc1C(=O)OCC(=O)Nc1cc(Cl)ccc1Oc1ccccc1	32	i	-10	-0.2	i	-18	i	i	12	i	i
C=CCOc1c(CNc2ncn[nH]2)cccc1OC	4	i	1	0.1	i	-7	i	i	8	i	i
COc1ccc2ccccc2c1/C=N\n1c(C)cc(C)c(C(N)=O)c1=O	-12	i	1	nt	i	-10	i	i	11	i	i
O=S(=O)(NCCN1CCOCC1)c1cccs1	-1	i	5	-0.9	i	-4	i	i	2	i	i
CCOC(=O)Cc1csc(SCC(=O)c2c(N)n(CC(C)C)c(=O)n(C)c2=O)n1	6	i	-1	-0.2	i	-40	i	i	3	i	i
O=C1CCN(Cc2ccc(O)cc2)CCN1CCO	-7	i	-3	-1.5	i	0	i	i	-7	i	i
Cc1ccc(C(C)(C)C)c(OCCCCN2CCCC2)c1	0	i	2	-0.3	i	-38	i	i	-5	i	i
CC1=C(C(=O)Nc2cccc(C(=O)NCc3ccccc3C)c2)SCCO1	-2	i	3	-0.8	i	16	i	i	12	i	i
Cc1nc2c(nnn2Cc2ccccc2Cl)c(=O)[nH]1	2	i	-2	1.0	i	-9	i	i	-5	i	i
O=C(CCC(=O)N1CCOCC1)Nc1ccc(Cl)c(Cl)c1	-1	i	2	0.1	i	-13	i	i	15	i	i
O=C(c1cc(COc2cccc(C(F)(F)F)c2)on1)N1CCC(c2ccccc2)CC1	24	i	1	-0.2	i	-25	i	i	0	i	i
CCOC(=O)c1ccc(NC(=O)CN2C(=O)CSC(C)C2=O)cc1 (stereo not drawn)	4	i	0	0.1	i	-11	i	i	-2	i	i
CCOc1ccc2cc(S(=O)(=O)N3CCN(C)CC3)ccc2c1	6	i	3	-0.8	i	-41	i	i	32	i	i
CCCCc1ccc(NC(=O)CN(C)CC(=O)Nc2ccccc2Cl)cc1	1	i	-3	0.9	i	-34	i	i	-1	i	i
CCCc1nc2scc(-c3ccccc3)c2c(=O)n1N	nt	i	0	-0.2	i	-38	i	i	17	i	i
COc1ccc(NC(=O)Cn2c(=O)n(CC(=O)NCc3ccco3)c(=O)c3ccccc32)cc1	-3	i	-3	-0.2	i	-43	i	i	28	i	i
CCOc1ccc(NC(=O)CCN2CCN(S(=O)(=O)c3cc(Cl)ccc3OC)CC2)cc1	-1	i	-8	-0.1	i	-19	i	i	-28	i	i
CCc1cccc(NC(=O)CCCSc2nc3ccccc3[nH]2)c1	-8	i	2	-0.6	i	4	i	i	19	i	i
COc1ccc(NCc2n[nH]c(=O)c3ccccc23)cc1	2	i	8	-12	i	-11	i	i	-2	i	i
CCCCC(=O)N1CC(=O)Nc2ccc(F)cc2C1c1ccccc1 (stereo not drawn)	2	i	-4	-9.4	i	-16	i	i	-10	i	i
Cc1nc2c3ccccc3nc(NNC(=O)CCC(=O)NCCN3CCN(c4ccccc4F)CC3)n2n1	-4	i	-2	0.6	i	-56	i	i	-4	i	i

High-throughput results as filed in PubChem.
